Nrf2 activator: activates Nrf2 signaling; AID 624171; AREc32 ARE-luciferase reporter (MCF7-derived line), luminescence, 24 h; Potency, µM (titrated, usually from 46.1 µM), inactives show top-dose activation, most hits filed as activators; actives 0.31% (n = 410,000); further: potency means the concentration at half of the fitted maximal effect; % of control where 0% means no effect; nearly all actives have a fitted effect of over 65% in size
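ARE-driven firefly luciferase activity in AREc32 cells measured after a 24 hr compound exposure at 37 deg C, using Steady-Glo reagent and a 30 min room-temperature hold.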
TGFb SMAD3 inh: TGF-b pathway inhibition; HepG2 CAGA-GFP TGF-b/SMAD3 reporter, GFP fluorescence, 18 h; TGF-beta stimulated, 500 pg/mL final; Potency, µM (titrated, usually from 46.1 µM), for the others: at the highest dose activity, negative = inhibition, usual class: inhibitors; actives 1.2% (n = 410,000); further: potency means the concentration at half of the fitted maximal effect; on the % scale 0 is the no-effect control and ±100 the full control effect; nearly all actives have a fitted effect of over 65% in size
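TGF-beta reporter screen: HEPG2 CAGA-GFP, 1% FBS, 500 pg/mL TGF-beta final, 18 h; per-cell GFP summed per well; curves fitted and categorized by class.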
MmCpn inh: M. maripaludis TRiC chaperonin inhibition; purified Mm-Cpn ATPase, ADP Transcreener TR-FRET; Potency, µM (titrated, usually from 76.9 µM), for the others: at the highest dose activity, negative = inhibition, actives largely listed as inhibitors; actives 0.031% (n = 330,000); further: potency means the concentration at half of the fitted maximal effect; on the % scale 0 is the no-effect control and ±100 the full control effect; nearly all actives have a fitted effect of over 80% in size
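Purified archaeal chaperonin (25 nM final) was preincubated with compound for 10 min at 37°C, then ATP (10 uM final) was added for 30 min at 37°C in Tris pH 7.4/KCl/MgCl2/DTT buffer. ADP was quantified by HTRF Transcreener TR-FRET.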
pAkt inh: blocks phosphorylation of Akt; actives 0.32% (n = 360,000); activity change, % for hits at 50 µM; Neuro2A IGF-stimulated pAkt S473 HTRF, 20 min; active compounds read low; AID 651550; in the data active means activity change below about -80%; inconclusive means mostly about -51% to -80%; further: on the % scale 0 is the no-effect control and ±100 the full control effect
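Neuro2A cells (4,500/well, DMEM with 0.5% FBS) were treated with compound at a single 50 µM final concentration, stimulated with 6 nM IGF for 20 min at 37 °C, and lysed. Phospho-Akt Ser473 was read by HTRF as 665/615 ratio ×10^4.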
Nrf2 inh: blocks Nrf2 signaling; A549 ARE-Fluc reporter, luciferase luminescence, 18-24 h; Potency, µM (titrated, usually from 46 µM), without a hit: at the highest dose activity change, negative = inhibition, most hits filed as inhibitors; actives 2.1% (n = 360,000); AID 504444; further: potency means the concentration at half of the fitted maximal effect; on the % scale 0 is the no-effect control and ±100 the full control effect; nearly all actives have a fitted effect of over 60% in size
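Cells were seeded and rested 2 h, then exposed to compounds for 18-24 h. CellTiter-Fluor was read first as a viability measure. BugLite was added 15 min before the final luminescent read of ARE-luciferase activity in A549 cells.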
CCT modulator: modulators of cytosolic chaperonin (CCT/TRiC) activity; AID 651819; activity change, % (test concentration not listed), hits read low; purified chaperonin ATPase assay, HTRF ADP detection, 30 min; actives 0.3% (n = 360,000); in the data active means activity change below about -30%; further: on the % scale 0 is the no-effect control and ±100 the full control effect
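TRiC at 40 or 20 nM final (batch-dependent) in 30 mM Tris pH 7.4, 100 mM KCl, 5 mM MgCl2, 1 mM DTT, with compound at single 76 uM and 10 uM ATP, 30 min at 37 deg C. ADP detected by HTRF Transcreener, 665/615 ratio.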
Abeta yeast res: A-beta toxicity reversal in yeast; yeast expressing A-beta42, growth rescue, OD600, 48 h; response scale: 0% DMSO, 100% iron-clioquinol control; Potency, µM (titrated, usually from 46.1 µM), for the others: at the highest dose growth rescue, most hits filed as activators; actives 0.063% (n = 410,000); AID 1347071; further: potency means the concentration at half of the fitted maximal effect; nearly all actives have a fitted effect of over 55% in size
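Growth rescue measured by 600 nm absorbance after 48 h yeast culture at 30 C with compound. Values normalized between DMSO and an equimolar ferric chloride plus clioquinol control.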
A549 viability: A549 cytotoxicity, counter-screen for Nrf2 inhibitors. A549 ARE-Fluc cells, CellTiter-Fluor viability, 18-24 h. Potency, µM (top dose mostly 46 µM), without a hit: at the highest dose activity change, negative = cytotoxicity, most hits filed as inhibitors. actives 0.16% (n = 390,000). AID 504648; further: potency means the concentration at half of the fitted maximal effect; on the % scale 0 is the no-effect control and ±100 the full control effect
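A549 ARE-Fluc cells in 5% FBS OPTI-MEM, 5000 cells/well, rested 2 h then exposed to compounds in concentration-response for 18-24 h at 37 °C. Viability by CellTiter-Fluor fluorescence (Ex 405/Em 525) after 30 min; luciferase luminescence (BugLite, 15 min, RT) read afterwards.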
HepG2 viability: counter-screen for TGF-b inhibitors: cytotoxicity in HepG2 cells | HepG2 CAGA-GFP viability, ATP luminescence, 18 h | Potency, µM (series often up to 46.1 µM), for the others: top-dose activity change, negative = cytotoxicity, most hits filed as cytotoxic | actives 0.76% (n = 410,000); further: potency means the concentration at half of the fitted maximal effect; some results filed as inactive show a strong effect at the top dose
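CellTiter-Glo luminescence gave cytotoxicity after 18 hours at 37 degrees C. The cells were HepG2 CAGA-GFP in 1% FBS DMEM, stimulated with 500 pg/mL TGF-beta after compound addition. %Activity was normalised to no-cell wells (complete cell-killing) and DMSO (no toxicity), and curves were fitted and classified.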
Active calls of the source: *; i = inactive; ? = inconclusive; nt = no result given. Unless noted, the call rests on the fitted dose curve; in most records, active means well fitted curve in the direction sought with a large enough effect; inconclusive means small, poorly fitted or top-dose-only effect, or another doubt; inactive means no such curve, though single readings can be large; an effect the other way counts as inactive or inconclusive. No enrichment for hits. Share with any hit: about 4.3%.

SMILES | Nrf2 activator | TGFb SMAD3 inh | MmCpn inh | pAkt inh | Nrf2 inh | CCT modulator | Abeta yeast res | A549 viability | HepG2 viability
O=C(O)CC(C(=O)Nc1ccc(Cl)c(Cl)c1)C1CCCO1 (centres undefined) | -0.7% | 3% | 0% | i | 1% | -4.0 | 9% | -6% | -1%
COc1ccc(S(=O)(=O)N(CCc2ccccc2)CC(=O)Nc2cccc(OC)c2)cc1 | 6.2% | -22% | nt | nt | ? | nt | 6% | -10% | -16%
O=C1NC2(CCN(Cc3ccccc3)CC2)Oc2ccccc21 | 0.3% | -22% | 1% | i | -20% | 0.1 | -7% | 2% | -22%
Cc1ccc(C)c(Nc2nnc(-n3nc(C)cc3C)c3ccccc23)c1 | -0.1% | -18% | nt | nt | -8% | nt | 3% | 10% | -9%
CC(C)C(O)(C#CCN1CCCCCC1)c1ccccc1 (centres undefined) | 0.0% | 3% | -3% | i | -1% | -38* | 5% | -4% | 8%
Cc1ccccc1Cn1ccc(NC(=O)c2cnn3cccnc23)n1 | -0.6% | -17% | 2% | i | -14% | -0.7 | 13% | 7% | -2%
CN(C)CCCNC(=S)/N=c1\sccn1Cc1ccccc1Cl | -0.7% | -23% | 2% | i | 3% | -0.3 | -4% | 1% | -18%
Cc1ccccc1NC(=S)NC(=O)CCc1ccccc1 | 3.2% | 0% | 3% | i | 2% | 0.0 | 13% | -1% | -3%
C[C@H]1CN([C@@H](C)CO)C(=O)CCCn2cc(nn2)CO[C@@H]1CN(C)C(=O)c1ccc(N2CCN(C)CC2)cc1 | 0.2% | 7% | nt | i | nt | -1.3 | -17% | nt | 5%
Cc1cc(N/N=C/c2ccc(O)cc2)nc(NS(=O)(=O)c2ccccc2)n1 | -1.8% | 2% | -1% | i | ? | 1.2 | 0% | -4% | 3%
CCOc1ccc(Cl)cc1S(=O)(=O)N1CCC(C(=O)NCc2ccco2)CC1 | -0.3% | -1% | 0% | i | ? | 1.2 | -4% | 1% | 4%
Cc1ccc(OCCCn2c(CCNC(=O)C3CCCCC3)nc3ccccc32)c(C)c1 | 0.2% | -8% | nt | nt | 15% | nt | -19% | -2% | -8%
O=C(O)C1=CCC=CC1C(=O)O (centres undefined) | -0.8% | -3% | nt | i | nt | -1.6 | -1% | nt | -11%
Fc1ccccc1N1CCN(Cc2cccnc2)CC1 | 0.7% | -10% | 0% | i | 2% | 1.9 | -11% | 6% | 0%
O=C1C(c2ccc(F)cc2)N(Cc2ccc3c(c2)OCO3)C(=O)CN1C1CCCCC1 (centres undefined) | -0.5% | ? | 1% | i | ? | 0.7 | -16% | 7% | -80%
COc1cccc(C(c2sc3nc(-c4ccco4)nn3c2O)N2CCN(c3ccccc3F)CC2)c1 (centres undefined) | -0.1% | -21% | nt | nt | nt | nt | 8% | -2% | -16%
C/C(=N\NC(=O)c1ccncc1)c1ccc(NC(=O)c2ccc(Cl)cc2)cc1 | 0.1% | -18% | 0% | i | 24% | 0.5 | -7% | -1% | 2%
Cc1c(Cl)c([N+](=O)[O-])nn1CC(=O)NCc1ccc(Cl)cc1 | -0.2% | -2% | -2% | i | 6% | -0.1 | -15% | 0% | 7%
Cn1c(CO)c(-c2ccccc2)c2cc([N+](=O)[O-])ccc21 | 3.2% | -5% | 0% | i | ? | -2.2 | 23% | -8% | -12%
COc1ccc(CC(=O)N/N=C/c2ccc(-c3cccc(C(=O)O)c3)o2)cc1OC | 0.4% | 1% | -1% | i | 0% | -2.8 | 8% | 1% | 31%
CCCCn1c(N)c(N(CCOC)C(=O)c2ccc(N3CCCC3=O)cc2)c(=O)[nH]c1=O | 0.4% | -9% | 2% | i | 7% | -0.1 | -8% | -1% | 4%
O=C(COc1ccccc1/C=C1\SC(=O)NC1=O)Nc1ccc(F)cc1 | ? | -3% | -3% | i | ? | -1.1 | -13% | -8% | 4%
COc1cc2c(cc1OC)C(C)N(C(=O)Cc1ccc(C(F)(F)F)cc1)CC2 (centres undefined) | 1.8% | -15% | 2% | i | ? | -0.3 | -6% | -2% | -9%
CCC(C)c1c(O)nc(SCC(=O)N2CCCCCC2)[nH]c1=O (centres undefined) | 0.9% | -21% | -3% | i | -2% | -2.2 | 2% | -6% | -15%
C=C(C)CSc1nnc(-c2ccccc2)n1N | 3.5% | 14% | nt | i | ? | -2.4 | 16% | -6% | 25%
C#CCOc1c(Cl)cc(/C=C2/C(=O)ON=C2C)cc1OCC | -0.7% | 0% | -1% | i | 13% | 1.3 | 6% | 5% | 1%
COc1ccc(C(CNC(=O)c2cccc(S(=O)(=O)N3CCCC(C)C3)c2)N(C)C)cc1 (centres undefined) | 2.0% | -21% | -1% | i | -3% | 1.3 | 3% | -4% | -20%
O=C(CCC1N=C2c3ccccc3N=C(SCc3cccc(Cl)c3)N2C1=O)NCc1ccco1 (centres undefined) | 0.3% | -21% | -10% | i | -27% | -4.1 | 9% | -13% | -13%
O=S1(=O)C=CC(Sc2nc3ccccc3[nH]2)C1 (centres undefined) | 2.5% | -3% | 0% | i | nt | 0.7 | -7% | -2% | 1%
CC(=O)Nc1ccc(NC(=O)C(=O)N/N=C/c2cccnc2)cc1 | 0.0% | -1% | 2% | i | 16% | -0.4 | 3% | 0% | -15%
CCCC(=O)Nc1nn(CC)c2nc3ccc(C)cc3cc12 | 4.0% | 17% | -1% | i | ? | 2.4 | 4% | 2% | 1%
CC1Cc2ccccc2N1C(=O)c1cccnc1 (centres undefined) | 0.1% | 0% | 2% | i | -9% | -2.7 | -3% | 19% | -6%
Cc1ccc(S(=O)(=O)N2CCC(C(=O)NNS(=O)(=O)c3ccc(Cl)cc3)CC2)cc1 | 0.0% | -11% | 0% | i | 4% | 2.9 | 7% | 3% | -4%
Cc1ccc(S(=O)(=O)NCCC(=O)NCc2ccccn2)cc1 | -0.2% | 15% | -1% | i | 5% | -1.6 | -2% | 0% | -7%
CC(Oc1ccccc1F)c1nnc(SCC(=O)NCc2ccc3c(c2)OCO3)o1 (centres undefined) | -0.1% | -2% | -5% | i | -12% | -1.0 | 9% | -2% | -21%
Cc1c(NC(=O)C(C)OC(=O)Cc2ccc(F)cc2)c(=O)n(-c2ccccc2)n1C (centres undefined) | 0.3% | -19% | 0% | i | 8% | -3.3 | -5% | 1% | -15%
Cn1nc(C(F)(F)F)c(C(=O)Nc2ccc(F)cc2F)c1Sc1ccc(Cl)cc1 | -0.3% | -1% | 2% | i | 3% | -0.8 | 3% | -11% | -37%
CCC(=O)N1CCN(c2ccccc2NC(=O)COc2ccccc2Cl)CC1 | 2.5% | -19% | -1% | i | 14% | -0.9 | -6% | 2% | -39%
Cc1cc(-c2n[nH]c(=S)n2/N=C/c2ccccc2[N+](=O)[O-])n[nH]1 | -0.6% | 10% | 0% | i | -8% | 1.2 | 22% | 10% | 4%
COc1ccc(-c2noc(-c3ccc4c(c3)OCO4)n2)cc1 | 0.4% | 0% | 3% | i | ? | -1.9 | 3% | -6% | -3%
Cc1cc(NC(=O)CSc2nc(C)c(C)n2CC(C)C)no1 | 1.1% | 21% | -1% | i | ? | 1.7 | -5% | ? | -10%
Nc1ccc(N=Nc2ccc(O)cc2)c(N)n1 | 2.4% | -3% | nt | i | -6% | -1.2 | -9% | ? | 4%
COC(=O)CC1Oc2ccccc2-n2cc(-c3ccccc3)nc21 (centres undefined) | 0.1% | -7% | nt | nt | -18% | nt | -18% | -2% | -5%
CCCCNC(=S)N(C)/N=C/c1ccc(OCC(=O)Nc2c(C)cc(C)cc2C)c(OC)c1 | 0.3% | -19% | 0% | i | ? | -2.0 | -11% | ? | -5%
CCC(=O)N(CCN1CCOCC1)Cc1cc2cc3c(cc2nc1Cl)OCO3 | -0.5% | -14% | -3% | i | 10% | -0.3 | 5% | 2% | -6%
CN(C)c1cc[n+](CCC(=O)Nc2cccc([N+](=O)[O-])c2N)cc1 | 3.2% | -12% | 3% | i | -7% | -0.2 | 0% | -15% | 25%
COc1cccc(NC(=O)N2CCC(NC(=O)C(Cc3cccc(C)c3)NC(C)=O)CC2)c1 (centres undefined) | 0.6% | 18% | -1% | i | -1% | 1.6 | 4% | -1% | 10%
CC(C)[N+](C)(CCOC(=O)C1c2ccccc2Oc2ccccc21)C(C)C | 0.0% | 1% | -4% | i | 5.2µM* | -1.7 | -17% | 9% | -54%
O=C(CCCCCNc1nc(=S)[nH]c2ccccc12)NCCC1=CCCCC1 | 0.3% | -22% | -13% | i | ? | -0.1 | -6% | -18% | -30%
O=C(C1=C[C@H](c2csc3ccccc23)C[C@H](OCCCCO)O1)N1CCOCC1 | 2.4% | 25% | nt | i | -4% | 1.0 | 3% | -4% | 21%

One compound at a time (already shown). Order of screens: Nrf2 activator | TGFb SMAD3 inh | MmCpn inh | pAkt inh | Nrf2 inh | CCT modulator | Abeta yeast res | A549 viability | HepG2 viability
Nc1ccc(N=Nc2ccc(O)cc2)c(N)n1 is entered as 2.4% | -3% | nt | i | -6% | -1.2 | -9% | ? | 4%
COC(=O)CC1Oc2ccccc2-n2cc(-c3ccccc3)nc21 (centres undefined) is entered as 0.1% | -7% | nt | nt | -18% | nt | -18% | -2% | -5%
CN(C)c1cc[n+](CCC(=O)Nc2cccc([N+](=O)[O-])c2N)cc1 is entered as 3.2% | -12% | 3% | i | -7% | -0.2 | 0% | -15% | 25%

Screens from PubChem.
